CDK5 inh: blocks human CDK5/p35 kinase activity | Q00535+Q15078 | Recombinant CDK5/p35, ADP-Glo luminescence, 60 min | 0.01% of 330,000 active | inhibition, % at 10 µM;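 active means highest replicate inhibition of at least 50% and at least 75% of replicates reaching 50%; inconclusive means only one of the two criteria met; inactive means both criteria failed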;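 further: plate controls were DMSO neutral control for no effect and GW8510 at 10 µM for full effect; many of its hits are not listed in these tables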
Target sequence (Q00535 whole entry, looked up): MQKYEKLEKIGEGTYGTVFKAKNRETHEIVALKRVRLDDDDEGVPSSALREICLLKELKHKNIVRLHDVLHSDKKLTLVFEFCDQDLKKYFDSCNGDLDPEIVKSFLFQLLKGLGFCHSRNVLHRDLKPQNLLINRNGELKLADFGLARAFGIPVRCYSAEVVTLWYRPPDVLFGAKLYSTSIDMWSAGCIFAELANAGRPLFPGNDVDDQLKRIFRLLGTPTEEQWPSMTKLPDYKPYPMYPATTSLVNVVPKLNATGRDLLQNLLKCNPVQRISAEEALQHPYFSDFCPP
Target sequence (Q15078 whole entry, looked up): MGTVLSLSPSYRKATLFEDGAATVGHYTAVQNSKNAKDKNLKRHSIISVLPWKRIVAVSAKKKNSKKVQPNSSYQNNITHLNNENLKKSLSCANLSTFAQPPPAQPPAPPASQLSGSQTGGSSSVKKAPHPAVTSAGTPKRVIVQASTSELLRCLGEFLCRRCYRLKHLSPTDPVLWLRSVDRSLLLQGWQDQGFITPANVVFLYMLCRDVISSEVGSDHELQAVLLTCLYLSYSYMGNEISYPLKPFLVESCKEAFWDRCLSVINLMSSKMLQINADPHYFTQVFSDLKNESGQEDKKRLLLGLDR
MITF act: MITF TRPM1 promoter activation in melanoma cells | 0.75% of 300,000 active | SK-MEL-5 TRPM1-promoter luciferase, 24 h; % of positive control, neutral wells = 0 | activation, % at 12.5 µM | AID 588334;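 active means mean activation of at least 80% with every replicate also reaching 80%; inconclusive means mean reaches 80% but some replicate falls short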;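 further: 0% = neutral control wells and 100% = parthenolide positive control wells; values of inactives mirror those of a sister screen read the other way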
Wnt bcat act: activators of Wnt/beta-catenin signaling; activation, % at 9.35 µM; 1.2% of 300,000 active; Wnt/beta-catenin reporter cell assay, activator, plate reader; in the data active means activation above about 30%, passing the limit was not always enough; inconclusive means no clear call, values can overlap the other calls;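 further: 0% = neutral control wells and 100% = positive control wells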
dFosB activator: activators of mouse delta FosB homodimer; P13346; purified delta FosB, TAMRA-CDK5 oligo fluorescence polarization; percent of positive-control signal above neutral wells; activation, % at 25 µM; 0.99% of 340,000 active;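 active means mean activation above about 17%, with every replicate also reaching it, limit read from the data, passing the limit was not always enough; inconclusive means only one of the two conditions met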;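 further: fluorescence polarization rise as delta FosB binds a TAMRA Cdk5 AP-1 oligo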
CAL PDZ FP-1: blocks peptide binding to human CAL PDZ domain. Q9HD26. purified CAL PDZ, TMR-peptide fluorescence polarization, 1 h. inhibition, % at 20 µM. 0.02% of 330,000 active. AID 504414;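 active means highest replicate inhibition of at least 40%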;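 further: plate controls were DMSO neutral control wells for no effect and unlabeled competitor peptide control wells for full effect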
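Material: tagged CAL PDZ domain; buffer or medium: 25 mM sodium phosphate pH 7.4, 150 mM NaCl, TCEP, IgG, Thesit; compound dosing: single point, 20 µM; schedule: 1 h incubation at room temperature before polarization reading; measured by: FP readout, S and P plane fluorescence; read-out basis: percent inhibition from loss of millipolarization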
Rtt109 HAT inh: blocks Candida albicans Rtt109/Vps75 acetyltransferase activity. 0.16% of 330,000 active. purified Rtt109/Vps75, ThioGlo CoA-SH fluorescence, 4 h. inhibition, % at 34.9 µM. AID 540336;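 active means inhibition of at least 50% in every replicate; inconclusive means best replicate reaches 50% inhibition but some replicates fall short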
Target sequence (Q5AAJ8 whole entry, looked up): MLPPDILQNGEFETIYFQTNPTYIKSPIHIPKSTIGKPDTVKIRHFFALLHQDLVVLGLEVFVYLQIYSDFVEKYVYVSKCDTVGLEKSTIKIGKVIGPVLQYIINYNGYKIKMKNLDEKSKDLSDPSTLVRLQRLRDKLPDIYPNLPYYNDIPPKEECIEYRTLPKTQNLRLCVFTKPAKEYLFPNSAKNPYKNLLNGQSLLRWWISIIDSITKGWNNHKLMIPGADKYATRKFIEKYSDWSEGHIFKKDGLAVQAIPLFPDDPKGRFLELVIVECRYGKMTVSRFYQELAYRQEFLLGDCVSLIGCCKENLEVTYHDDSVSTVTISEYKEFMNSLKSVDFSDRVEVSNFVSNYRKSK
Tat transport: blocks Tat-dependent protein export in E. coli; E. coli MC4100 TorA-mCherry Tat export, fluorescence; 0.036% of 340,000 active; inhibition, % at 10 µM;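 active means mean replicate inhibition at least 50% and at least half of replicates individually reaching 50%; inconclusive means only one of the two criteria met; inactive means neither criterion met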;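 further: exported cargo escapes ClpAP degradation while cytoplasmic cargo is degraded and loses fluorescence; 0% = median of neutral control wells and 100% = median of NaSCN control wells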
cardiac RTF act: increases calcium sensitivity of human cardiac regulated thin filaments | IANBD-labeled TnC RTF fluorescence at EC20 calcium; 0% EC20 calcium, 100% full calcium | 0.24% of 340,000 active | activation, % at 7.2 µM | AID 493008 | P19429+P45379;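 active means activation above the mean over all tested compounds plus 3 SD, cut at about 30% in these data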;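 further: rise in fluorescence read as greater calcium sensitivity of cardiac thin filaments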
V-ATPase pHluor: yeast V-ATPase proton transport regulation by pHLuorin; 0.37% of 350,000 active; response, % at 10 µM; S. cerevisiae, pHLuorin cytosolic pH fluorescence; in the data active means response mostly above about 7.3%, no sharp cut-off; inactive means mostly below about 5.4%; further: actives read high; inactives centre near 0; some compounds called inactive have numbers as strong as hits; reference of the scale not given here
CAL PDZ FP-2: blocks peptide binding to the human CAL PDZ domain | purified CAL PDZ, TMR-peptide fluorescence polarization, 1 h | 0.92% of 300,000 active | inhibition, % at 24.9 µM | AID 602252;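 active means mean inhibition of at least 30% with at least half of replicates also reaching 30%; inconclusive means no clear call, values can overlap the other calls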;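 further: 0% = DMSO neutral control and 100% = excess unlabeled competitor peptide PRC23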
* = called active by the depositor; ? = inconclusive; nt = not tested or not shown.

mol	CDK5 inh	MITF act	Wnt bcat act	dFosB activator	CAL PDZ FP-1	Rtt109 HAT inh	Tat transport	cardiac RTF act	V-ATPase pHluor	CAL PDZ FP-2
CC12CCC(C(=O)N3CCCCCC3)(OC1=O)C2(C)C (stereo unspecified)	0.3	7	nt	-5	-3.4	-19	-2	1	-2	-1
CCOc1ccc(S(=O)(=O)NC(Cc2cnc[nH]2)C(=O)O)cc1 (stereo unspecified)	4.3	-8	0	-5	-3.2	8	-6	3	-1	-2
Cc1ccc(C(=O)NC(=S)NCC(=O)c2ccccc2)cc1	0.9	17	2	-1	nt	-4	5	9	-1	33*
CC(=O)NC(CC(=O)NCC(c1ccco1)N(C)C)c1ccccc1 (stereo unspecified)	-0.9	nt	-11	2	-1.6	22	3	-1	-4	-2
CCN(C(=O)CSc1ccc2ccccc2c1)C1CCS(=O)(=O)C1 (stereo unspecified)	-0.7	-10	-3	0	-2.3	9	2	7	2	-2
COCCCNC(=O)CC1C[C@H](C(=O)N(C(C)C)C(C)C)[C@@]2(C)c3[nH]c4ccccc4c3CCN2C1=O (stereo partly specified)	-0.3	1	-1	-3	0.8	-6	-8	-5	1	0
O=C(Nc1ccc2c(c1)C(=O)N(c1ccccc1)C2=O)C1CCCO1 (stereo unspecified)	0.2	21	nt	1	-1.2	1	-7	-2	6	3
CC1CCCCN1C(=O)c1ccc(C(=O)c2ccccc2)cc1 (stereo unspecified)	0.1	27	1	1	-0.4	2	-3	2	1	2
COc1ccc(NC(=O)CNc2cc(S(=O)(=O)N3CCOCC3)ccc2NCC2CCCO2)cc1 (stereo unspecified)	-9.3	23	1	-3	-8.4	8	8	7	-1	-3
CN1C(c2ccc(F)cc2)=CS/C1=C(\C#N)c1nnc2n1-c1ccccc1SC2	0.8	8	-1	-1	-2.0	-22	-3	12	-4	-2
COc1ccc(OC)c2c1cc(C(=O)N[C@H](C(=O)N1CCC(C(=O)O)CC1)C(C)C)n2C	0.1	-3	-3	-2	-0.4	-5	5	-10	1	-5
COc1ccc([C@H]2CC(=O)C=C(C#CC(C)(C)C)C2)cc1	-0.2	nt	16	0	-1.4	6	7	1	-4	0
CN(C)c1ccc(C(=O)NCC(c2cccs2)N2CCOCC2)cc1 (stereo unspecified)	3.5	6	-3	5	-0.3	7	-2	0	-2	nt
O=C(Cn1[nH]c(=O)c2ccccc2c1=O)OCC(=O)c1ccc(F)cc1	-4.4	10	0	-7	-2.3	4	4	-3	-4	0
COC(=O)c1ccc(C2c3c(oc4ccc(Cl)cc4c3=O)C(=O)N2CCN2CCOCC2)cc1 (stereo unspecified)	2.6	4	18	-7	1.2	6	-1	14	0	-4
COc1cccc(OCC(=O)NC2CCS(=O)(=O)C2)c1 (stereo unspecified)	-1.0	1	-4	1	-0.5	0	-8	6	3	-3
Brc1ccc(CNCC2CCCO2)cc1 (stereo unspecified)	0.0	nt	-1	-1	-0.3	-4	-4	-2	-2	-2
CCOc1ccc2nc(N/C(N)=N/C(=S)Nc3cccc(C)c3)nc(C)c2c1	-0.2	13	-1	?	nt	4	-8	-3	6	-1
CCOC(=O)CSc1nc2c(sc3ccc([N+](=O)[O-])cc32)c(=O)n1Cc1ccco1	1.2	1	-2	-6	-0.8	4	-3	-2	-1	2
Cc1nnsc1C(=O)N/N=C/c1ccccc1	-1.1	1	-1	-5	-3.2	-3	2	1	0	-1
COc1cc(C(=O)OCCCN(C)C)cc(OC)c1OC	-0.2	-5	-2	-3	0.2	6	-5	-6	-2	nt
COc1ccccc1N1CCN(C(=O)C2c3ccccc3Oc3ccccc32)CC1	-2.9	-12	nt	3	0.0	6	11	4	-2	-1
O=C(Nc1cccc(Cl)c1)c1cnn2cccnc12	-3.3	89*	nt	-13	-3.6	-1	6	0	0	nt
CCCCNS(=O)(=O)c1ccc(NC(=O)C2c3ccccc3Oc3ccccc32)cc1	0.9	-9	1	44*	0.4	-4	-5	6	-2	-3
COc1ccccc1NC(=O)N1CCC(NC(=O)C2CCCCC2)CC1	0.6	-7	-2	-10	-0.7	-6	-8	6	1	-5
CC(=O)Nc1ccc(NC(=O)C(C)OC(=O)C2CCCC2)cc1 (stereo unspecified)	-0.1	-3	3	-6	0.4	-4	6	4	4	5
Cc1cc(C)cc(NC(=O)CC2Oc3ccc(C)cc3NC2=O)c1 (stereo unspecified)	-1.8	3	-2	32*	0.1	nt	-7	-3	3	4
O=C1C=C(c2ccc(C(=O)O)cc2)C[C@@H](c2ccc(F)cc2)C1	-0.4	48	14	-1	-3.9	1	-1	7	9.7*	7
Cc1cccc(NC(=S)NCCc2ccccn2)c1	0.9	nt	2	1	0.4	0	1	nt	-1	-5
Cc1cc(C)cc(-n2c(=O)c3sccc3n(CC(=O)NCc3ccco3)c2=O)c1	-2.1	-7	0	2	-2.1	-3	-3	-5	1	0
FC(F)Oc1ccc(/C=N/NC(=S)Nc2cc(C(F)(F)F)ccc2Cl)cc1	1.2	-19	-3	6	-0.1	3	-2	-2	0	-1
COc1ccc([C@@H]2CC=C(C(=O)O)[C@H](c3ccc(F)cc3)N2S(=O)(=O)c2ccccc2C)cc1	-0.4	1	-1	-8	-1.2	-1	-7	6	-1	4
COc1cccc(C2C3=C(CC(C)(C)CC3=O)Nc3n[nH]c(C)c32)c1 (stereo unspecified)	6.8	3	6	-10	-2.3	13	2	-3	2	-4
COc1ccccc1OC(C)c1nnc(SCC(=O)Nc2c(C)n(C)n(-c3ccccc3)c2=O)n1-c1ccccc1 (stereo unspecified)	0.0	-2	-3	-3	-0.9	5	-14	1	5	9
S=C(N/N=C/c1ccccc1)N1CCOCC1	-3.0	9	15	-2	0.2	-1	0	3	4	-4
Cc1ccc(/C=N/Nc2cc(C)nc(N3CCOCC3)n2)cc1	1.1	nt	4	-2	-0.5	-2	-6	-4	1	-5
CCc1cccc2c(=O)c(C(=O)N3CCOCC3)c[nH]c12	-0.5	nt	3	0	0.4	-12	5	-2	0	1
O=C(COc1nsnc1N1CCOCC1)Nc1ccc([N+](=O)[O-])cc1	0.7	6	-1	-5	-1.8	2	-5	-6	-3	-1
CCc1ccc(N2CC(C(=O)NCc3ccco3)CC2=O)cc1 (stereo unspecified)	0.5	5	nt	-7	-2.3	-1	2	5	-1	-2
COc1ccc(S(=O)(=O)N2CCOCC2)cc1C(=O)N(C)CCOc1ccc(Cl)cc1	0.6	nt	-3	-1	-0.7	1	-2	3	2	-2
COc1ccc(NC(=O)CSc2nnnn2Cc2ccccc2)cc1	-2.5	5	-2	-1	-3.4	1	5	12	-2	4
CCC(C)[C@H](NC(=O)N1CC(=O)Nc2ccccc21)C(=O)N1CCC[C@H]1C(=O)O (stereo partly specified)	1.0	18	-1	4	0.4	5	0	1	-2	6
Cc1ccc(S(=O)(=O)N2CCN(C(=O)COC(=O)c3oc4ccccc4c3C)CC2)cc1	-1.6	-7	-2	-3	-1.6	-5	-4	1	0	-4
CNc1cc(CSc2ccc(Cl)cc2)nc(C)n1	1.6	80	10	0	-1.6	-5	-3	5	0	-2
O=[N+]([O-])c1ccc(NN=Cc2cc(Br)ccc2O)nc1	-0.9	-36	0	10	-0.9	1	-6	1	-2	4
O=C(CC(NC(=O)c1ccccc1)c1ccccc1)Nc1cccc2ccccc12 (stereo unspecified)	-3.4	-9	nt	?	1.1	2	-2	4	3	8
Nc1cc(Cl)ccc1N1CCCCC1	-0.2	2	-1	0	-0.7	-5	-1	-5	0	-6
COc1ccccc1C(=O)N1c2ccccc2Sc2ccccc21	-1.1	-4	-5	-4	-0.7	-8	1	-1	4	0
Cc1onc(-c2c(Cl)cccc2Cl)c1C(=O)N1CCN(Cc2ccccc2)CC1	0.5	8	2	-8	-2.8	12	-9	-5	2	-3
CC(C)C(=O)OCc1cn(-c2ccc(Cl)c(Cl)c2)nn1	3.0	3	1	-4	-0.9	-14	-9	-1	-3	-3
O=C(NCc1ccco1)c1ccccc1SCC(=O)N1CCCC1	-3.0	-4	-2	-9	-1.3	4	1	-3	-2	4
O=CNc1ccc2c3c(cccc13)-c1ccccc1-2	0.1	17	1	-3	-1.8	12	-3	1	4	nt
Cc1ccc(S(=O)(=O)c2nc(-c3ccccc3Cl)oc2N(C)C)cc1	-1.3	-14	0	-13	-0.1	0	15	-1	3	-3
O=C(N/N=C/c1cccc([N+](=O)[O-])c1)c1cc(-c2ccc3c4c(cccc24)CC3)n[nH]1	-0.8	-7	1	3	-3.5	20	0	-4	0	-3
COC(=O)c1ccn(CSc2cc(Cl)ccc2Cl)n1	3.4	12	-1	0	-1.3	2	0	-5	-3	-5
CCN(C(=O)COC(=O)CSc1ccccc1)c1c(N)n(Cc2ccccc2)c(=O)[nH]c1=O	-0.2	-6	-3	-5	-0.4	nt	-3	7	-1	-8
C=CCSc1nnc(NC(=O)Cc2ccc(OC)c(OC)c2)s1	-0.4	11	-14	2	nt	3	3	4	0	-4
COc1ccc(CCn2c(N3CCOCC3)nc3c2c(=O)[nH]c(=O)n3C)cc1	-1.4	12	nt	-5	-0.1	-6	-5	7	3	7
CC(=O)Nc1ccc(NS(=O)(=O)c2cn(C)c(=O)n(C)c2=O)cc1	-0.3	8	-3	-10	0.1	2	5	5	7	nt
CC1CCN(Cc2c(C(=O)O)nnn2-c2nonc2N)CC1	0.7	5	-1	-3	-1.6	-11	2	-2	-1	-2

(next part)
mol	CDK5 inh	MITF act	Wnt bcat act	dFosB activator	CAL PDZ FP-1	Rtt109 HAT inh	Tat transport	cardiac RTF act	V-ATPase pHluor	CAL PDZ FP-2
CCOC(=O)C(NC(=O)CC)(Nc1nc2c(s1)CCCC2)C(F)(F)F (stereo unspecified)	-2.3	-1	-4	5	-1.2	0	-1	1	1	0
CC1(C)c2[nH]c3ccccc3c2C[C@H]2C(=O)N(Cc3cccc(F)c3)C(=O)N21	-0.4	-36	0	-1	-0.9	3	5	2	18	-2
O=C(COC(=O)C1CCC1)NCc1ccccc1Cl	0.4	-11	nt	0	-0.9	-3	0	-2	-2	-3
O=C(CSC1=NS(=O)(=O)c2ccccc2N1)NCc1ccc(F)cc1	1.2	4	2	-3	-2.4	-9	2	1	1	0
CCOC(=O)Nc1ccc(S(=O)(=O)N(C)C(C)C)cc1	1.8	nt	nt	0	-3.2	nt	2	-1	0	-2
COc1ccc(Br)cc1C(=O)NC(=S)Nc1ccc(Cl)c(C(=O)O)c1	-1.4	2	5	-10	-3.3	20	-2	-2	4	nt
COC(=O)c1nn(C)c(=O)[nH]c1=O	-0.7	13	-4	-1	-0.1	-3	1	-1	-4	-1

High-throughput results from PubChem BioAssay.
